Screens: PubChem, Sanford-Burnham Center for Chemical Genomics
UPR XBP1 act: activators of adaptive arm of unfolded protein response (XBP1); CHO-XBP1 luciferase reporter, IRE1-XBP1 UPR activation, luminescence; percent of tunicamycin response, DMSO as zero; activation, % at 20 µM; hit rate 0.33% among 330,000;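 active means versus positive control, 20 µM dose yields 30% or more activation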;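 further: 100% = tunicamycin at 10 µg/mL and 0% = DMSO only wells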
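Material – CHO cell line with stable XBP1 luciferase reporter · Buffer or medium – F12 plus 10% FBS · Compound – single point, 20 µM final compound, 1% DMSO · Schedule – 16-18 h cell attachment at 37 °C, then 6 h compound exposure · Signal – Steady-Glo luminescence read · Benchmarks – high control tunicamycin 10 µg/mL final, low control DMSO vehicle only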
Jurkat NFkB inh: inhibitors of the PMA/ionomycin-induced NF-kB reporter in Jurkat cells; PMA/ionomycin-induced NF-kB luciferase reporter, luminescence; inhibition, % at 4 µM; hit rate 0.53% among 330,000; AID 435003; in the data active means inhibition above about 50%
Mdm2-MdmX inh: inhibitors of human Mdm2/MdmX interaction. hit rate 3% among 330,000. SaOS-2 split-luciferase Mdm2/MdmX complementation, luminescence. inhibition, % at 8 µM. O15151+Q00987;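 active means inhibition of at least 50% at 8 µM in the primary screen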
APJ ag: activates the human apelin receptor APJ; activation, % at 20 µM; P35414; CHO-K1 APJ PathHunter beta-arrestin, luminescence; 0% DMSO wells, 100% apelin; hit rate 0.11% among 330,000;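 active means activation more than six SD over the plate average, tested at 20 µM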;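 further: 0% = DMSO alone and 100% = apelin-13 at 10 nM; some results filed as inactive read as strong as hits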
Target sequence (P35414 whole entry, looked up): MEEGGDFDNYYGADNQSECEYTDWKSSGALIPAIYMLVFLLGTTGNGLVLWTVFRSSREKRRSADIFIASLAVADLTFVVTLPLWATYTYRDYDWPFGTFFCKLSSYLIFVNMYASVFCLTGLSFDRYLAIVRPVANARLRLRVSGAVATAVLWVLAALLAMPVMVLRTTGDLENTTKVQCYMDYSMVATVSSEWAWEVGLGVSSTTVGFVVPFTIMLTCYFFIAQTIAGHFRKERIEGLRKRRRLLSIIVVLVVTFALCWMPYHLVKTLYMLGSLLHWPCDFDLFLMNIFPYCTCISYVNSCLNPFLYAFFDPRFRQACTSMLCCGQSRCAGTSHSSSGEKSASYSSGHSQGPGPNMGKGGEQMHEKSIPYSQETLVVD
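Assay system: engineered CHO-K1 APJ arrestin reporter cells; Amount: 1000 CHO-K1 reporter cells seeded per well; Dosing: one dose, 20 µM compound, 1% DMSO; Times: compound stimulation 90 min at 25 °C, detection 60 min; Measured by: luminescent beta-gal fragment complementation, chemiluminescent substrate; Read-out: APJ–arrestin association signal; Controls: DMSO vs Apelin-13 10 nM.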
CHOP UPR activ: activators of apoptotic arm of unfolded protein response (CHOP) | CHO-CHOP luciferase reporter, UPR activation, luminescence; percent of tunicamycin response over DMSO baseline | activation, % at 10 µM | hit rate 0.34% among 330,000;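 active means at 10 µM dose, activation of 40% or more, normalized to positive control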;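 further: 100% = tunicamycin at 10 µg/mL and 0% = DMSO alone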
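Test system: CHO-CHOP cells, stable luciferase reporter of PERK-eIF2a-CHOP signalling | Quantity: 500 CHO-CHOP cells per well | Buffer or medium: F12 plus 10% serum | Compound dosing: 10 µM single point, 0.5% DMSO | Schedule: 6 h compound treatment, 37 °C | Signal: Luciferase luminescence | Control set: Tunicamycin high control, DMSO low control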
APJ antag: antagonists of human APJ apelin receptor | P35414 | CHO-K1 APJ beta-arrestin complementation, luminescence | inhibition, % at 20 µM | hit rate 0.32% among 330,000 | AID 2521;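 active means inhibition above about 40% at 20 µM, limit read from the data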;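 further: cells challenged with 10 nM apelin-13 agonist together with compound; plate controls were apelin-13 plus DMSO wells for no effect and DMSO wells lacking apelin-13 for full effect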
697 NFkB inh: lowers PMA/ionomycin-induced NF-kB signal in 697 B cells. 697 B-cell NF-kB luciferase reporter, 16 h. inhibition, % at 4 µM. hit rate 0.33% among 330,000. AID 435022; in the data active means inhibition above about 35%
tim23-1 inh: tim23-1 yeast growth inhibition; S. cerevisiae tim23-1 growth, BacTiter-Glo luminescence, 24 h; inhibition, % at 20 µM; hit rate 1.3% among 330,000; AID 463212;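 active means growth inhibition of the mutant yeast at or above 50%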;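 further: temperature-sensitive mutant grown at 25 °C; plate controls were DMSO-treated mutant yeast for no effect and medium wells lacking yeast for full effect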
Starred values were filed as active, the others as inactive.

SMILES	UPR XBP1 act	Jurkat NFkB inh	Mdm2-MdmX inh	APJ ag	CHOP UPR activ	APJ antag	697 NFkB inh	tim23-1 inh
COc1ccc(N2CCN(C(CNC(=O)c3ccco3)c3ccco3)CC2)cc1 (centres undefined)	1	4	-21	3	1.4	9	2	17
NC(=O)COC(=O)c1ccc(Oc2ccccc2)cc1	1	-5	-5	7	-1.4	-12	-17	0
CCc1nnc(NC(=O)CSc2nnc(-c3ccncc3)n2C)s1	-1	2	-11	-4	-1.5	4	11	-1
COc1ccc(-c2ccnc3nc(N4CCOCC4)nn23)cc1	5	-2	-4	-2	0.3	2	-4	9
NS(=O)(=O)c1ccc(CCNC(=O)CSc2nc3ccsc3c(=O)n2CC2CCC(C(=O)O)CC2)cc1 (centres undefined)	1	3	2	-2	0.8	6	36*	22
Cc1ccc(-n2c(SCC(N)=O)nnc2-c2cnccn2)cc1	1	-6	-43	0	-0.8	21	0	-2
COc1ccc(CCNS(=O)(=O)c2cc(/C=C/C(=O)O)ccc2C)cc1OC	0	-2	1	0	2.6	10	-8	2
Cc1nn(C)c(C)c1NC(=O)COc1ccc(F)cc1Br	1	5	-2	-6	0.8	7	-24	12
CC(c1ccc(C(C)(C)C)cc1)S(=O)CC(O)CO (centres undefined)	-1	-23	-8	0	-1.7	-12	6	22
O=C(C[C@H]1C/C=C\CC[C@@H](Cc2ccc(F)cc2)C(=O)OCCNC1=O)NCCO	-4	-8	18	-1	-0.6	-2	6	-8
COc1ccc(/C=N/NC(=O)c2cccc(C(=O)N/N=C/c3ccc(OC)c(OC)c3)n2)cc1OC	-4	-15	1	1	-1.3	-26	5	-12
O=C(COc1cccc(-n2cnnn2)c1)Nc1ccc([N+](=O)[O-])cc1	-5	0	-7	1	1.2	6	13	-4
O=C1c2ccccc2C(Nc2ccc(S(=O)(=O)N3CCCCCC3)cc2)N1c1ccccn1 (centres undefined)	0	3	16	0	-2.7	12	4	-1
O=C(c1ccc(Cl)cc1)N1CCC(=O)N(C(CO)Cc2ccccc2)CC1 (centres undefined)	4	9	-4	-2	-1.9	15	12	2
O=C(NNC(=O)c1ccc(Oc2cc(Cl)cc(Cl)c2)o1)c1ccccc1	2	-2	21	2	-1.9	-21	-40	18
O=C(COc1ccccc1[N+](=O)[O-])NNC(=O)Nc1cccc2ccccc12	1	-16	7	-2	-0.5	3	-7	7
COc1ccccc1CNC(=O)c1ccc(CS(=O)(=O)c2ccccc2)o1	0	-6	10	-2	-1.1	6	-10	6
O=C(N/N=C/c1ccc([N+](=O)[O-])cc1)c1cc(-c2ccc3c(c2)OCO3)n[nH]1	-1	15	34	2	-0.7	-11	-19	4
Cc1ccc(C(=O)NC(=S)NCc2cccnc2)c(C)c1	-3	-12	18	4	-2.8	1	-14	15
Cc1sc(NC(=O)CSc2nnc(N)s2)c(C#N)c1C	2	-31	-8	-3	-1.8	6	-15	7
COc1ccc(C(=O)Nc2ccncc2)cc1S(=O)(=O)N1CCOCC1	-4	-12	-9	-1	2.2	-29	-4	17
Cc1c(/C=N/NC(=O)c2ccc(O)cc2)c2ccccn2c1C(=O)c1ccc(F)cc1	-1	-9	46	-2	-1.6	8	24	4
O=C(CSc1nnc(-c2ccccc2)n1-c1ccc(Cl)cc1)NNC(=S)Nc1ccccc1	-3	0	-25	-6	2.5	31	-9	2
C=CCN(c1ccccc1C(=O)O)S(=O)(=O)/C=C/c1ccccc1	0	-5	-2	-6	-1.4	-1	14	8
C/[N+]([O-])=C\CC(=O)c1ccc(-c2ccccc2)cc1	-1	-2	-2	-3	1.4	2	11	27
CCc1nc(C)cn1S(=O)(=O)c1cc(F)ccc1OC	-2	-13	-1	-2	1.6	12	8	2
Cc1ccc(NC(=O)COc2cccc(/C=C3\SC(=S)N(CCC(=O)O)C3=O)c2)cc1Cl	0	-8	-30	-2	-0.4	-4	-61	3
COc1ccccc1N1CCN(S(=O)(=O)c2c(C)sc3ncn(CC(=O)NCCN(C)C)c(=O)c23)CC1	2	-7	30	-1	0.0	-6	22	2
CCCOC(=O)C1C2C=CC(C2)C1C(=O)OCC(=O)c1ccccc1 (centres undefined)	0	5	1	-6	-3.3	12	22	27
CC(C)CNc1ncnc2c1cnn2Cc1ccc(Cl)cc1	4	22	3	4	2.5	9	-1	30
O=C(OCCN1CCCCC1)c1ccc(Cl)cc1	-3	9	10	-3	1.6	3	23	-1
CC(=O)C1=C(O)C(=O)N(CCc2c[nH]c3ccccc23)C1c1cccc(O)c1 (centres undefined)	-1	0	11	7	1.3	-2	-13	16
NS(=O)(=O)c1ccc(CCNC(=S)NC2CCCCC2)cc1	-2	-5	-5	0	0.4	13	6	1
COc1cc2c(C(=O)NCc3ccccn3)cn(CC(C)C)c(=O)c2cc1OC	-1	10	19	-1	-0.6	7	22	-6
CCOC(=O)/C=C1\SCC(=O)N1CC(=O)NC12CC3CC(CC(C3)C1)C2	-2	19	4	0	1.7	-13	-4	4
Cc1ccc(CNC(=O)c2ccc(S(=O)(=O)N3CCCCC3)cc2)cc1	-1	15	25	4	0.1	6	3	13
Cc1cc(NC(=O)CSc2nnc(CNC(=O)c3c(F)cccc3F)o2)no1	-3	16	4	-3	-1.0	-1	13	-10
CN(C)S(=O)(=O)c1ccc(N2CCCC2)c(C(=O)NCc2cccc(C(F)(F)F)c2)c1	0	5	2	5	1.2	-13	-6	7
CN(C(=O)c1ccccc1)c1ccccc1C(=O)NCCc1ccccc1	1	-5	15	-5	-0.8	-32	-12	19
C=CCN(C(=O)CNC(=O)c1ccco1)C(C(=O)NC1CCCC1)c1cccs1 (centres undefined)	-2	-1	-4	-1	1.6	-8	17	6

Just Mdm2-MdmX inh, tim23-1 inh and APJ antag, for some of the entries so far:
structure	Mdm2-MdmX inh	tim23-1 inh	APJ antag
Cc1ccc(NC(=O)COc2cccc(/C=C3\SC(=S)N(CCC(=O)O)C3=O)c2)cc1Cl	-30	3	-4
COc1ccccc1N1CCN(S(=O)(=O)c2c(C)sc3ncn(CC(=O)NCCN(C)C)c(=O)c23)CC1	30	2	-6
CCc1nc(C)cn1S(=O)(=O)c1cc(F)ccc1OC	-1	2	12
Cc1c(/C=N/NC(=O)c2ccc(O)cc2)c2ccccn2c1C(=O)c1ccc(F)cc1	46	4	8
NS(=O)(=O)c1ccc(CCNC(=S)NC2CCCCC2)cc1	-5	1	13
O=C(OCCN1CCCCC1)c1ccc(Cl)cc1	10	-1	3

Next part:
SMILES	UPR XBP1 act	Jurkat NFkB inh	Mdm2-MdmX inh	APJ ag	CHOP UPR activ	APJ antag	697 NFkB inh	tim23-1 inh
O=C1CC(c2ccc(F)cc2)Cc2nc(N3CCOCC3)ncc21 (centres undefined)	-2	14	1	-1	-2.0	7	-14	11
COC(=O)C(NC(C)=O)(Nc1ccccc1)C(=O)OC	-2	-6	15	-2	-0.7	-3	9	-1
C/C(=N\NC(=O)Cn1nnc2ccccc21)c1ccco1	-1	-9	6	-1	-2.2	-18	-5	11
c1ccc(OCc2noc(CN3CC[C@@H]4CCCC[C@H]4C3)n2)cc1	1	-10	-9	-3	-0.2	9	-5	14
COc1ccc(S(=O)(=O)c2c(C)c(NS(=O)(=O)c3ccccc3)cc(C)c2O)cc1	-5	12	29	-4	-1.6	-13	21	21
O=C(NCCC1CCCCN1S(=O)(=O)c1ccc(F)cc1)C(=O)Nc1ccccc1F (centres undefined)	-4	-2	6	-3	-1.3	-7	-7	15
CCOC(=O)Nc1ccc(N2CCOCC2)c(S(=O)(=O)Nc2ccc(Cl)cc2)c1	1	5	23	-3	0.5	-6	18	31
COc1cc(NC(=S)NCc2cccnc2)cc(OC)c1	0	20	4	-7	-1.7	16	10	-8
CCc1noc(C)c1C(=O)Nc1nnc(CC(C)C)s1	1	-5	8	8	0.1	-57	8	-3
Cc1ccccc1CNS(=O)(=O)c1c(C(=O)N2CCCC2)c(C)n(C)c1C	-4	9	18	-1	0.4	-14	5	-10
CCC(C)NC(=O)c1ccccc1SC (centres undefined)	3	3	21	0	1.0	5	22	-2
Cc1cccc(N=C2SC(C)CN2C(=O)CN2C(=O)NC3(CCCC3)C2=O)c1 (centres undefined)	-3	-13	2	10	1.5	29	4	5
CC(=O)Nc1ccc(S(=O)(=O)N2CCN(c3ccc([N+](=O)[O-])c(NCCN4CCOCC4)c3)CC2)cc1	-3	22	6	-2	1.0	12	4	3
Cc1sc2nc(C(C)C)nc(SCC(=O)N3CCOCC3)c2c1C	3	1	23	-5	-1.1	3	2	18
Oc1ccccc1Nc1ncnc2c1oc1ccccc12	10	-17	17	-2	5.2	0	-11	-23
COc1ccc2ccccc2c1C(O)c1nccn1C (centres undefined)	2	4	3	6	0.8	-49	-1	17
CCNC(=O)CN(c1ccc(Cl)cc1)S(=O)(=O)c1ccccc1	-1	2	-25	-3	0.4	14	-6	11
CCOc1ccc(NC(=O)CCC(=O)O)cc1	2	8	20	0	0.6	9	-10	-12
CCn1c(CC(=O)Nc2ccccc2F)nnc1SCC(=O)NC1CCCCC1	0	-4	-1	-1	-1.3	10	7	9
CCOC(=O)NC(O)C(=O)c1ccc(F)cc1 (centres undefined)	2	1	15	-2	1.7	14	-4	3
OCCc1c[nH]c2ccccc12	-3	14	23	-3	-0.1	4	11	-3
Cc1ccc(C(=O)C[n+]2ccc(Cc3ccccc3)cc2)cc1	-2	19	52*	-3	-0.4	10	-16	18
CC(=O)N1CCN(c2ccccc2NC(=O)c2cccs2)CC1	13	8	-12	0	2.1	0	-4	1
C=Cn1cc[n+](CC(=O)c2ccc(-c3ccccc3)cc2)c1	-5	12	20	4	-1.0	9	-6	-84
O=c1cc(CSc2ccc(S(=O)(=O)N3CCCCC3)cn2)nc2sccn12	-1	13	-8	1	2.0	9	26	66*
FC(F)(F)c1cccc(N2CCN(Cc3cccnc3)CC2)c1	-3	6	-3	-3	-1.6	-3	-20	15
O=C(NCC(=O)N(Cc1cccs1)C(C(=O)NC1CCCCC1)c1cccnc1)c1ccco1 (centres undefined)	-2	-2	-7	-2	2.2	-4	-5	1
O=[N+]([O-])c1ccc(O)c(/C=N/n2cnnc2)c1	-1	10	-5	4	1.9	17	-8	9
CN(CC(=O)Nc1ccc(F)cc1)C(=O)CNC(=O)C1CCCCC1	-1	10	5	-3	0.8	0	11	-1
COc1ccc2[nH]cc(C(O)CN3CCC(C(N)=O)CC3)c2c1 (centres undefined)	-2	-1	22	0	-1.8	-10	-5	5
Cc1cc(-c2cccs2)c2c(N)c(C(=O)c3ccc4c(c3)OCO4)sc2n1	0	-5	-12	-2	1.1	28	-10	17
Cc1ccc(N2C(=O)CSC2c2cccs2)cc1 (centres undefined)	0	9	3	-2	-1.8	5	-18	13
COc1cc2c(cc1OC)CN(CC(=O)Nc1ccccc1C#N)CC2	-1	-11	8	-1	-0.3	8	0	25
CCCn1cnc2cc(NCc3cccc(OC)c3)ccc21	1	-43	-4	-5	4.0	22	-41	14
Cc1cc(C)nc(Nc2nc(C)c3cc4c(cc3n2)OCO4)n1	-1	9	13	-1	1.0	-4	13	-13
CC(NC(=O)CCl)c1ccccc1Br (centres undefined)	-1	-3	28	-2	1.9	0	34	15
